NCI-60 one-dose screen, 48 h, at 10 µM unless noted. Numbers give growth in % (100 = growth as untreated, 0 = no growth, -100 = all killed).
OVCAR-8 = OVCAR-8 ovarian cancer; actives 4.4% (n = 81,000)
A498 = A498 renal cancer cells. actives 5.4% (n = 76,000)
OVCAR-5 = OVCAR-5 ovarian cancer | actives 2.9% (n = 82,000)
ACHN = ACHN renal cancer; actives 4.9% (n = 81,000); AID 1794771
TK-10 = TK-10 renal cancer cells | actives 3.9% (n = 81,000)
OVCAR-3 = OVCAR-3 ovarian cancer. actives 7% (n = 79,000). AID 1794787
RXF 393 = RXF 393 renal cancer cells | actives 6.9% (n = 77,000) | AID 1794773
CAKI-1 = CAKI-1 renal cancer. AID 1794772. actives 4.7% (n = 75,000)
The depositor's hits bear a star; x = no result given; & = joins results of further samples; ! = a repeat was not active; [ ] = remark or other dose. The calls were made as follows: active = growth percent below 10; inactive = the rest. Only part of the results is shown (hit frequency here may not be typical).

SMILES	OVCAR-8	A498	OVCAR-5	ACHN	TK-10	OVCAR-3	RXF 393	CAKI-1
O=C1C=CC(=NN=C(c2ccccc2)c2ccccc2)C=C1	95	104	94	87	110	106	103	78
CCCCC(=O)N(Cc1ccc(-c2ccccc2-c2nn[nH]n2)cc1)[C@H](C(=O)O)C(C)C	109	97	92	92	119	115	112	95
O=C(O)CNc1ncnc2nc[nH]c12	93	113	96	106	100	114	110	x
O=C(CC1c2ccccc2NC(=O)N1Cc1ccccc1)c1c[nH]c2ccccc12 (stereo not drawn)	98	95	83	82	79	79	94	77
Cc1nc(-c2cc3ccccc3oc2=O)ccc1C(=O)/C=C/c1cccs1	99	95	105	105	x	104	119	90
Cc1ccc(S(=O)(=O)NCCN2c3nc4ccccc4cc3Sc3cc4ccccc4nc32)cc1	34	149	86	54	85	84	x	92
Nc1ccc2c3c(cccc13)C(=O)OC2=O	98	119	114	99	108	102	117	102
CC1=NN(C(N)=S)C(c2ccc(N(C)C)cc2)C1 (stereo not drawn)	100	99	101	94	65	88	79	86
CCCCCCCCCC[N+](C)(C)N	88	105	101	105	74	100	82	78
CCc1ccccc1Nc1nc(-c2c(C)nc3sccn23)cs1	75	39	98	79	110	74	85	69
N#CCCC(CCC#N)(CCC#N)C(=O)c1ccccc1	101&101	95&103	93&103	97&103	94&101	100&104	113&109	98&96
O=[N+]([O-])c1ccc(-c2ccc([N+](=O)[O-])cc2)cc1	101	83	101	112	96	122	108	120
CC(=O)Nc1cc(C)ccn1	104	x	96	124	103	109	111	94
O=S(=O)(Oc1ccc(-c2cn3ccsc3n2)cc1)c1cc(C(F)(F)F)cc(C(F)(F)F)c1	101	112	106	99	114	x	102	86
CC1=NNC(=O)C1CCO (stereo not drawn)	107	139	130	116	113	90	132	88
Cc1ccc(S(=O)(=O)N/N=C2/CC3CCC(C)(C2)C3)cc1 (stereo not drawn)	101	105	108	101	110	108	173	98
O=C(O)c1ccc(-n2c(-c3ccc(Cl)cc3)nc(-c3ccccc3)c2-c2ccccc2)cc1	97	101	97	114	94	105	109	101
CC(C)(C)c1cc(C2CCCCC2)cc(C(C)(C)C)c1O	95	99	102	100	102	113	97	100
COc1ccc(-c2nc(NCCO)[nH]c(=O)c2C#N)cc1	107	113	93	97	100	111	117	101
CN(Cc1ccccc1)c1nc(Cl)c(/C=C/C(=O)c2ccc(F)cc2)s1	96	100	106	114	93	102	92	x
COc1cccc(-c2cc(-c3ccc(Nc4nc(Nc5ccc(F)cc5)nc(Nc5ccc(F)cc5)n4)cc3)nc(N)c2C#N)c1	73	92	106	97	109	89	203	100
O=[N+]([O-])c1ccc(O)cc1	105	107	103	105	114	103	119	100
COc1cc(C2C=C(c3ccc4c(c3)OCO4)NC(=S)N2)cc(OC)c1OC (stereo not drawn)	89	97	89	x	99	107	99	75
O=C(C(c1ccccc1)C(O)(c1ccccc1)c1ccccc1)N1CCOCC1 (stereo not drawn)	103	108	102	102	100	101	121	94
Cc1ccc(NC(=O)CSc2nc(-c3cnccn3)cc(-c3cccs3)c2C#N)cc1	79	96	98	77	115	95	78	85

The list goes on; it opens with the 6 that closed the last part.
SMILES	OVCAR-8	A498	OVCAR-5	ACHN	TK-10	OVCAR-3	RXF 393	CAKI-1
CN(Cc1ccccc1)c1nc(Cl)c(/C=C/C(=O)c2ccc(F)cc2)s1	96	100	106	114	93	102	92	x
COc1cccc(-c2cc(-c3ccc(Nc4nc(Nc5ccc(F)cc5)nc(Nc5ccc(F)cc5)n4)cc3)nc(N)c2C#N)c1	73	92	106	97	109	89	203	100
O=[N+]([O-])c1ccc(O)cc1	105	107	103	105	114	103	119	100
COc1cc(C2C=C(c3ccc4c(c3)OCO4)NC(=S)N2)cc(OC)c1OC (stereo not drawn)	89	97	89	x	99	107	99	75
O=C(C(c1ccccc1)C(O)(c1ccccc1)c1ccccc1)N1CCOCC1 (stereo not drawn)	103	108	102	102	100	101	121	94
Cc1ccc(NC(=O)CSc2nc(-c3cnccn3)cc(-c3cccs3)c2C#N)cc1	79	96	98	77	115	95	78	85
O=C(Nc1cnc(Cl)nc1Oc1cccc(C(F)(F)F)c1)Nc1c(Cl)cccc1Cl	93	102	105	102	91	105	102	x
Nc1nccc2c1ccn2-c1cccc(NC(=O)c2ccc(N3CCOCC3)c(C(F)(F)F)c2)c1	0.9*	-13*	33	13	x	-27*	-76*	-0.7*
COc1ccc(C2Cc3ncccc3-c3nc(N)c4cccnc4c32)c(OC)c1OC (stereo not drawn)	99	107	91	95	99	107	99	89
CC(C#N)Oc1cccc2ccccc12 (stereo not drawn)	98	108	111	96	140	106	107	80
Cn1nc([N+](=O)[O-])nc1-c1ccccc1	91	98	106	99	125	87	180	96
CN(C)C(=S)SCCOc1ccc(Cl)cc1Cl	106	81	92	98	82	100	102	81
OCC(CO)c1cnnc2ccccc12	97	101	103	105	94	97	112	102
CN(C)c1ccc(/C=C(\C#N)c2ccccc2)cc1	38&44&27	0.5*!	55&62&42	52&65&50	55&43&58	-12*!	-3.6*	43&41
CCOc1ccc(-n2cc(CSc3nnc(Cn4c(C(F)(F)F)nc5ccccc54)o3)nn2)cc1	96	103	103	101	133	95	108	86
Cc1ccc(S(=O)(=O)n2cc(C=C(C#N)C#N)c3ccccc32)cc1	99	103	94	103	94	108	115	98
C=CCC1(C(=O)OCC)CCCCC1=O (stereo not drawn)	102	96	89	95	112	124	128	100
CC(C)(CCl)c1ccc(C(C)(C)CCl)cc1	99	86	107	102	97	76	105	101
Clc1ccc(C2=NN(c3ccc(Cl)cc3)C(c3cccc(Nc4ccnc5cc(Cl)ccc45)c3)C2)cc1 (stereo not drawn)	80	89	94	89	95	86	83	x
O=C(Nc1ccccc1O)c1ccccc1Nc1ccnc(C(F)(F)F)c1	100	145	100	94	136	98	108	98
Cc1nn(-c2ccc(Br)cc2)c2ncnc(Nc3ccc(OCc4c(-c5ccccc5)no[n+]4[O-])cc3)c12	94	106	99	88	123	112	131	85
Cc1cc(-c2nc3ccccc3s2)ccc1NC(=O)COc1ccc(Cl)cc1	105	106	66	95	54	120	139	84
COC(=O)C1CN(Cc2ccccc2)C(=O)C1=O (stereo not drawn)	102	89	93	97	100	112	119	x
CCOC(=O)/C=C/c1ccc(N(C)C)cc1	86	76	117	112	79	109	98	98
O=C(O)C(c1ccccc1)C(O)C1CC=CCC1 (stereo not drawn)	102	90	103	104	103	97	116	90
O=C(NCCc1c[nH]c2ccccc12)C1Cc2ccccc2CN1C(=O)c1ccco1 (stereo not drawn)	100	107	125	97	110	104	154	107
COc1cc2c(c(OC)c1OC)C(=O)CC(c1cccc(NC(=O)c3cc([N+](=O)[O-])ccc3C)c1)O2 (stereo not drawn)	26	108	87	55	80	39	71	32
CCc1c(-c2cc3c(cn2)CCCC3)[nH]c2ccccc12	104	100	132	101	153	93	89	105
O=C(Nc1nccnc1OCc1ccccc1)Nc1cccc2ccccc12	57	68	82	67	76	78	42	63
COc1ccccc1Cn1c(-c2ccccc2OC)nc2ccccc21	94	78	103	95	94	96	106	92
CCOC(=O)c1nnc(SC)nc1SC	101	112	113	124	123	119	x	100

Entries of single compounds as entered above. Screens in order: OVCAR-8, A498, OVCAR-5, ACHN, TK-10, OVCAR-3, RXF 393, CAKI-1
COc1cc2c(c(OC)c1OC)C(=O)CC(c1cccc(NC(=O)c3cc([N+](=O)[O-])ccc3C)c1)O2 (stereo not drawn) is listed with 26, 108, 87, 55, 80, 39, 71, 32
O=C(NCCc1c[nH]c2ccccc12)C1Cc2ccccc2CN1C(=O)c1ccco1 (stereo not drawn) is listed with 100, 107, 125, 97, 110, 104, 154, 107
Cn1nc([N+](=O)[O-])nc1-c1ccccc1 is listed with 91, 98, 106, 99, 125, 87, 180, 96
Cc1cc(-c2nc3ccccc3s2)ccc1NC(=O)COc1ccc(Cl)cc1 is listed with 105, 106, 66, 95, 54, 120, 139, 84
CCOC(=O)c1nnc(SC)nc1SC is listed with 101, 112, 113, 124, 123, 119, x, 100

New compounds follow:
SMILES	OVCAR-8	A498	OVCAR-5	ACHN	TK-10	OVCAR-3	RXF 393	CAKI-1
CCCC(CC)(CC)CO	104	104	97	98	104	113	119	89
COc1cc(NCCCN(CC(C)C)CC(C)C)c2ncccc2c1	94	79	114	81	102	69	x	92
COc1ccc(C2CC(c3ccc(S(=O)(=O)NCCNc4nc(N(C)C)nc(N5CCOCC5)n4)cc3)=Nc3c(N)nc(N)nc3N2)cc1 (stereo not drawn)	93	86	107	96	115	97	59	70
Cn1cc(-c2nnc(N)nc2-c2c[nH]c3ccccc23)c2cc(F)ccc21	98	90	123	74	120	89	82	67
CCOC(=O)/C(C)=N\Nc1ccc([N+](=O)[O-])cc1	106	108	110	111	119	109	96	97
O=C(c1ccc(O)c(C(=O)N2Cc3ccc(OCCC[P+](c4ccccc4)(c4ccccc4)c4ccccc4)cc3C2)c1)N1Cc2cccc(F)c2C1	77	86	102	101	100	x	96	93
COc1ncnc(NS(=O)(=O)c2ccc(NC(=O)c3ccccc3F)cc2)c1OC	107	100	93	104	92	113	115	91
C#Cc1cccc(NC(=O)c2cccc(N=C=S)c2)c1	104[8.25 µM]	75[8.25 µM]	104[8.25 µM]	102[8.25 µM]	111[8.25 µM]	101[8.25 µM]	88[8.25 µM]	93[8.25 µM]
COc1ccc(-c2conc2-n2nc(-c3ccccc3)nc2-c2ccccc2)cc1	110	120	104	97	137	131	113	84
CC(C)C1OC1(C)C#N (stereo not drawn)	97	85	105	97	105	109	110	91
COc1ccc(C2=CN3CC=CC3CC2=O)cc1 (stereo not drawn)	103	111	110	102	83	102	110	96
Cc1cccc(CC(CC(=O)O)C(=O)O)c1 (stereo not drawn)	114	89	95	102	x	103	122	101
CCOC(=O)/C(=C\c1ccc(C)cc1)C(C)=O	97	94	92	101	x	120	x	101
COc1c(N2CC3CCCNC3C2)c(F)cc2c(=O)c(C(=O)NN3C(=O)c4ccccc4C3=O)cn(C3CC3)c12 (stereo not drawn)	105	80	112	108	100	126	x	101
C=C(C)[C@@H]1CC[C@]2(C(=O)N3CCN(C)CC3)CC[C@]3(C)[C@H](CC[C@@H]4[C@@]5(C)CC(CCCNC(C)=O)(CCCNC(C)=O)[C@H](OC(C)=O)C(C)(C)[C@@H]5CC[C@]43C)[C@@H]12	106	109	102	101	109	104	109	79
CCOC(=O)c1nn(C)c(=S)n(C)c1=O	104	94	103	107	106	111	102	96
CN1CCN(c2ccc(Nc3nc(NCCNS(=O)(=O)c4ccc5ccccc5c4)c4sccc4n3)cc2)CC1	60	87	90	87	127	x	29	70
COc1cc2oc(-c3cccc(N)c3)cc(=O)c2c(OC)c1OC	99	101	101	103	97	x	117	83
Cc1ccc2c(c1)C(C)Cc1c(N(C)C)ncnc1N2C (stereo not drawn)	51	-9.1*	84	53	14	14	40	35
CC(C)OC(CCCl)c1ccc(Cl)cc1 (stereo not drawn)	107	111	96	105	99	111	116	100
O=C(Cn1c(=O)ccn(CCCCCOc2ccc(Br)cc2)c1=O)NCc1ccc(Oc2ccccc2)cc1	62	58	108	66	62	81	54	x
CC/C=C1/C(=O)C=C[C@@H]1C/C=C\CCCC(=O)OC	26	102	112	47	107	51	103	61
CCOC(=O)c1sc2nc(-c3ccc([N+](=O)[O-])cc3)nc(N3CCOCC3)c2c1C	106	92	98	98	123	105	95	94
O=S(=O)(O)c1cc(I)c(O)c2ncccc12	104	108	107	102	95	116	115	92
Cc1nc(N)nc(SCc2ccc([N+](=O)[O-])cc2)c1Br	95	75	86	96	75	97	92	82

(further entries)
SMILES	OVCAR-8	A498	OVCAR-5	ACHN	TK-10	OVCAR-3	RXF 393	CAKI-1
O=C(Nc1cc(Cl)cc(Cl)c1)Nc1cc(Cl)cc(Cl)c1	0.2*	-18*	1.9*	-19*	0.2*	-31*	-15*	-32*
O=C(N/N=C/c1ccc(O)cc1O)c1ccc(Nc2ccnc(C(F)(F)F)c2)cc1	48	75	53	38	63	62	95	35
CON1C(=O)CC[C@]2(C)[C@H]3CC[C@@H]4[C@H]5[C@H]6OC(=O)[C@@]5(CCC6(C)C)CC[C@@]4(C)[C@]3(C)CC[C@H]2C1(C)C	106	76	96	98	101	110	105	87
COc1cc(OC)c2c(=O)cc(-c3ccccc3)oc2c1	103	77	94	103	86	104	100	86
N#CCc1nnc(CCC(=O)c2nc3ccccc3[nH]2)o1	97	88	101	96	111	113	101	94
CCCCCCCCCC(=O)Oc1ccc(/C(=C(/C)Cc2cccc(OC)c2)c2ccc(OCCCN(C)C)cc2)cc1	99	69	96	103	92	99	88	90
Cc1cccc(NC#N)n1	98	107	115	105	103	108	154	105
CCCCCc1ccc(S(=O)(=O)N(C(C)=O)c2cc(-c3csc(N(C)C(C)=O)n3)ccc2N2CCN(C)CC2)cc1	41	123	58	30	77	45	-70*	32
O=[N+]([O-])c1ccc(Sc2ccccc2)cc1	94	69	102	108	121	110	104	89
CC1(C)CCC(C)(C)c2c([N+](=O)[O-])cc([N+](=O)[O-])cc21	96	84	97	107	107	108	101	99
O=C1c2ccccc2C(=O)N1OCc1ccccc1	105	134	97	101	133	105	122	95
COc1ccc2[nH]c(O)c(N=NC(=O)c3ccc(S(N)(=O)=O)cc3)c2c1	104	92	104	105	116	121	106	102
Cc1c(-c2ccccc2)nc2c3ccccc3ncn2c1=O	113	94	97	103	163	120	110	85
COc1ccc2nc(-c3ccc(Cl)cc3)cc(C(=O)N3N=C(c4ccc(N)cc4)CC3c3ccc(Cl)cc3)c2c1 (stereo not drawn)	89	73	106	75	98	69	61	x
COc1ccc(/C=C/C(=O)c2ccc(OC)c(OC)c2)cc1O	28	x	98	86	84	19	72	63
CN(C)c1ccc(/C=C2\SC(=O)N(Cc3ccc(-c4ccccc4C#N)cc3)C2=O)cc1	99	105	99	101	109	116	109	89
